Screening data (PubChem BioAssay)
PhoP inhibition – inhibitors of PhoP regulon expression, primary screen, Salmonella Typhimurium, GFP reporter (AID 1863); actives 0.16% (n = 300,000); S. Typhimurium PhoP-regulated promoter GFP reporter, 4 h; higher % means a stronger effect; one-dose inhibition, % at 50 µM; IC50 in µM for titrated hits;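 active = inhibition over 29.93%, a cutoff 3 SD above the screen mean, later confirmed by dose response; inconclusive = inhibition over 29.93% but no dose response follow-up; inactive = inhibition at most 29.93% or unconfirmed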;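 note: 0% = low Mg2+ inducing control and 100% = high Mg2+ repressing control; strong numbers were not always called active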
Siah-1 displacement – Siah-1 peptide-binding antagonists, primary screen, biochemical, fluorescence polarization, rhodamine-plectin, uHTS (AID 1817); Siah-1 / rhodamine-plectin peptide fluorescence polarization; higher % means a stronger effect; actives 0.02% (n = 290,000); E3 ubiquitin-protein ligase SIAH1 (Homo sapiens); displacement, % at 20 µM; hits with a dose series show IC50 in µM;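 active = displacement of at least 50% at 20 µM, with a fluorescence ratio check between 0.3 and a set limit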;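 note: plate controls were Siah plus tracer with DMSO for no effect and tracer alone without Siah for full effect; strong numbers were not always called active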
PMI inhibitors – inhibitors of human PMI, primary screen, biochemical, fluorescence intensity, coupled assay (AID 1209); Mannose-6-phosphate isomerase (Homo sapiens); purified PMI enzyme, coupled fluorescence intensity; higher % means a stronger effect; inhibition, % at 20 µM, or IC50 in µM where a hit was titrated; actives 0.42% (n = 190,000);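 note: plate controls were DMSO vehicle for no effect and wells lacking substrate for full effect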
RSV CPE inhibition – RSV antiviral activity via CPE protection, HEp-2 cells, primary 10 µM value included (AID 2391). actives 0.13% (n = 310,000). CPE inhibition, % at 10 µM; hits with a dose series show IC50 in µM. HEp-2 cells, RSV-induced CPE inhibition; higher % means a stronger effect; in the data active = a potency from the dose series; inconclusive = CPE inhibition mostly from about 23% at the one dose, without a potency; inactive = the rest, 99 in 100 with CPE inhibition below about 21%; note: strong numbers were not always called active
PMI inhibition – human PMI inhibitors, high substrate, primary screen, biochemical, fluorescence intensity, high mannose 6-phosphate (AID 1220); Mannose-6-phosphate isomerase (Homo sapiens); recombinant PMI enzyme, coupled fluorescence intensity; higher % means a stronger effect; inhibition, % at 20 µM; hits with a dose series show IC50 in µM; actives 0.66% (n = 190,000)
TNAP activation fold – human TNAP enzyme activators, primary screen, biochemical, luminescent, no phosphate acceptor, uHTS (AID 1001); actives 0.03% (n = 200,000); one-dose activation fold at 20 µM; EC50 in µM for titrated hits; Alkaline phosphatase, tissue-nonspecific isozyme (Homo sapiens); purified TNAP, luminescent activation assay, no phosphate acceptor; higher activation fold means a stronger effect; in the data active = activation fold from about 3, or a potency from the dose series; inactive = the rest, 99 in 100 with activation fold below about 1.6; note: many of its hits are not listed in these tables
Myeloid diff MLP – induction of myeloid progenitor differentiation, primary screen, cell-based, flow cytometry, MLPCN library | ER-HoxA9 myeloid progenitors, lysozyme-GFP differentiation | calls only at 10 µM | actives 1% (n = 360,000) | AID 624256, 2012;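 active = normalized GFP-positive differentiation at or above the plate's own cutoff, the solvent-only control mean plus 3 SD; inconclusive = no clear call, values can overlap the other calls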;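 note: cells exposed to compound for four days before flow analysis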
WT yeast gro inh – growth inhibition of WT strain, primary screen, mitochondrial fusion inhibitor project, WT and mutant strains, chemical genetic; mitochondrial fusion phenotypic screen; inhibition, % at 10 µM; actives 2.1% (n = 190,000); in the data active = inhibition above about 58%; tested in S. cerevisiae
XIAP antagonists – XIAP antagonists, biochemical, IAP family, fluorescence polarization (AID 1018) | XIAP BIR domain, fluorescence polarization peptide displacement; higher % means a stronger effect | displacement, % at 20 µM, or IC50 in µM where a hit was titrated | actives 0.007% (n = 200,000); in the data active = displacement above about 50%; note: a part of the inactive calls stands beside numbers as strong as those of hits
WT yeast gro inh mutant strain – further read-out of WT yeast gro inh, marked with its call; inhibition, %; mitochondrial fusion phenotypic screen, mutant strain inhibition
Myeloid diff MLP GFP+ MAC1+ % – further read-out of Myeloid diff MLP, marked with its call; GFP+ MAC1+ double positive, %; measured here: differentiation confirmed by MAC1 staining
An asterisk follows results filed as active; i = inactive; ? = inconclusive; . = not tested or not shown. Cut-off read from the data, not from the text of the source, unless noted: active = inhibition above about 50%; inactive = the rest.

SMILES | PhoP inhibition | Siah-1 displacement | PMI inhibitors | RSV CPE inhibition | PMI inhibition | TNAP activation fold | Myeloid diff MLP | Myeloid diff MLP GFP+ MAC1+ % | WT yeast gro inh | WT yeast gro inh mutant strain | XIAP antagonists
Cc1cc(C(=O)COC(=O)c2ccccc2NCCO)c(C)n1CC1CCCO1 (stereo unspecified) | 8% | -1% | . | 2.5% | . | . | i | 0.4 | . | . | .
Cc1c(C(=O)O)oc2c3c(ccc12)OCCO3 | 1% | 0% | 12% | 0.2% | 0% | 1.2 | i | 1.0 | -5 | 3 | -6.3%
c1ccc(-c2cc(-c3ccccc3)[nH]n2)cc1 | 2% | 2% | . | 0.6% | . | . | i | 0.7 | . | . | .
CCCc1c(C)nn(-c2ncccc2[N+](=O)[O-])c1C | 3% | 1% | 2% | 4.7% | -1% | 1.1 | i | 0.4 | 3 | 11 | -6.1%
CN(C)c1cc[n+](CC(=O)Nc2ccc(OC(F)F)cc2)cc1 | -5% | -2% | . | 12% | . | . | i | 0.3 | . | . | .
Cc1nnc(SCC(=O)Nc2cc(C(F)(F)F)ccc2Cl)n1C | 5% | -1% | . | 1.1% | . | . | i | 0.2 | . | . | .
CN(Cc1ccc(OC(F)F)cc1)C(=O)c1ccc2nccnc2c1 | 2% | -1% | 5% | -0.5% | 18% | 1.1 | i | 0.5 | 13 | 15 | -1.5%
CC(C)CNC1=C(C(=S)Nc2ccccc2)C(=O)CC(C)(C)C1 | 12% | 16% | 2% | 1.9% | 5% | 1.1 | i | 0.5 | 51 | 9 | 0.4%
CN(C)CCN1C(=O)C(=O)/C(=C(/O)c2ccc(F)cc2)C1c1ccccc1 (stereo unspecified) | -3% | 0% | -10% | 2.0% | -8% | 1.1 | i | 0.8 | -2 | -5 | -1.0%
O=C(NC1CCC(O)CC1)c1ccc(-c2ccc([N+](=O)[O-])cc2)o1 (stereo unspecified) | -1% | 1% | . | 2.8% | . | . | i | 2.1 | . | . | .
CS(=O)(=O)N(CCc1ccccc1)CC(=O)NCc1ccccc1Cl | -5% | 0% | 1% | -0.5% | 1% | 1 | i | 0.3 | 4 | -2 | -3.4%
COc1cc(-c2nn3c(-c4cccc(C)c4)nnc3s2)cc(OC)c1OC | -13% | 2% | 12% | 0.5% | 9% | 1 | i | 0.9 | 10 | 5 | -9.4%
Cc1ccccc1NC(=O)c1cccc(C(=O)Nc2ccccc2C)n1 | 7% | 3% | . | 1.5% | . | . | i | 0.3 | . | . | .
Cc1ccc(O)c(C2=Nc3ccccc3N=C(c3ccc([N+](=O)[O-])cc3)C2)c1 | 10% | 4% | 1% | 3.1% | -8% | 1 | i | 0.2 | 9 | -5 | -2.8%
COc1ccc(CCCc2n[nH]c(=S)o2)cc1C | -9% | 9% | -23% | 2.0% | -19% | 1.1 | ? | . | 7 | -11 | 3.5%
CSc1ccccc1NC(=O)c1ccc(CN2CCOCC2)cc1 | -5% | 5% | 1% | -0.1% | 1% | 1.2 | i | 0.0 | 4 | 17 | -3.5%
CCN(C(=O)c1cnc(NC(C)C)cc1C(F)(F)F)c1ccc(Cl)cc1 | -10% | 8% | . | 4.6% | . | . | i | 1.3 | . | . | .
COc1ccc2cnn(-c3ccccc3C)c(=O)c2c1OC | -1% | 0% | 3% | -0.8% | 3% | 1.1 | i | 1.5 | -7 | 6 | -1.1%
Cc1ccc(OCC(=O)NCCCNC(=O)c2ccncc2)cc1C | 4% | 2% | . | 1.4% | . | . | i | 0.5 | . | . | .
O=[N+]([O-])c1cc2c(cc1/C=N\NS(=O)(=O)c1ccccc1)OCO2 | 16% | 9% | -26% | 1.7% | -67% | 1 | i | 2.1 | -12 | -10 | -0.3%
CCC(=O)N=c1ccn(C2=Nc3ccccc3NC2=C(C#N)C#N)cc1 | 2% | -3% | . | 0.2% | . | . | i | 0.3 | . | . | .
COc1ccc(N(C(=O)CCl)C(C(=O)NC2CCCCC2)c2cccnc2)cc1 (stereo unspecified) | 14% | 6% | -12% | -1.5% | -18% | 1.1 | i | 0.0 | 4 | 3 | -8.9%
COc1ccc(-n2nc(C(=O)Nc3ccc4c(c3)OCO4)c3ccccc3c2=O)c(OC)c1 | -9% | -2% | 22% | 1.0% | 24% | 1 | i | 0.1 | -5 | 2 | 0.3%
Cn1c(CC(=O)Nc2ccc(Cl)c(Cl)c2)nnc1SCC(=O)NCc1ccccc1 | 13% | -2% | -11% | 1.3% | -14% | 1.1 | i | 0.5 | -9 | 5 | -6.3%
COc1ccc2c(CN(C)c3ccccc3)cc(=O)oc2c1 | 16% | -3% | -16% | . | -33% | 1 | . | . | 0 | 2 | -4.0%

Quoted at random: four compounds from above
SMILES | PhoP inhibition | Siah-1 displacement | PMI inhibitors | RSV CPE inhibition | PMI inhibition | TNAP activation fold | Myeloid diff MLP | Myeloid diff MLP GFP+ MAC1+ % | WT yeast gro inh | WT yeast gro inh mutant strain | XIAP antagonists
O=[N+]([O-])c1cc2c(cc1/C=N\NS(=O)(=O)c1ccccc1)OCO2 | 16% | 9% | -26% | 1.7% | -67% | 1 | i | 2.1 | -12 | -10 | -0.3%
CCCc1c(C)nn(-c2ncccc2[N+](=O)[O-])c1C | 3% | 1% | 2% | 4.7% | -1% | 1.1 | i | 0.4 | 3 | 11 | -6.1%
Cc1ccc(OCC(=O)NCCCNC(=O)c2ccncc2)cc1C | 4% | 2% | . | 1.4% | . | . | i | 0.5 | . | . | .
CCN(C(=O)c1cnc(NC(C)C)cc1C(F)(F)F)c1ccc(Cl)cc1 | -10% | 8% | . | 4.6% | . | . | i | 1.3 | . | . | .

Next structures:
SMILES | PhoP inhibition | Siah-1 displacement | PMI inhibitors | RSV CPE inhibition | PMI inhibition | TNAP activation fold | Myeloid diff MLP | Myeloid diff MLP GFP+ MAC1+ % | WT yeast gro inh | WT yeast gro inh mutant strain | XIAP antagonists
O=C(Nc1nc(-c2cccnc2)cs1)c1ccccc1[N+](=O)[O-] | -2% | 7% | 5% | 0.9% | -1% | 1 | i | 0.2 | -6 | -7 | -7.0%
CC(C)CN1C(=O)c2ccc(C(=O)Nc3ccccc3C(=O)O)cc2C1=O | 4% | -2% | . | 2.7% | . | . | i | 0.8 | . | . | .
COc1cccc(NC(=O)c2ccc3c(c2)CCCC3)c1 | 10% | -4% | . | 7.0% | . | . | i | 2.9 | . | . | .
CC1(C)CC(=O)c2cc(C(=O)NCc3ccco3)c(=O)n(-c3ccccc3)c2C1 | 2% | -7% | 5% | -0.2% | -2% | 1.1 | i | 0.7 | 0 | -24 | -6.1%
Cc1cccc(NC(=O)c2cc(NC(=O)CCCC(=O)O)ccc2Cl)n1 | 0% | -2% | -2% | 0.9% | 0% | 1.1 | i | 0.5 | 4 | 6 | -3.9%
Cc1cccc(N2C(=O)CC(N3CCN(Cc4ccc(Cl)cc4)CC3)C2=O)c1 (stereo unspecified) | -16% | 1% | 5% | 1.6% | 3% | 1 | i | 1.0 | -32 | -11 | -1.0%
O=C(Nc1nc2ccc(C(=O)N3CCCCC3)cc2s1)C1CCCCC1 | 1% | 7% | 3% | -1.1% | 3% | 1.1 | . | . | 6 | 4 | -5.5%
CCOC(=O)N1CCN(C(=O)CSc2nnc(-c3ccc(C(C)(C)C)cc3)o2)CC1 | -1% | 4% | 20% | -0.7% | 19% | 1 | i | 2.1 | 3 | 2 | -8.1%
CCOCCCn1c(SCC(=O)Nc2cc(OC)ccc2OC)nc2ccccc2c1=O | -2% | 5% | . | 12% | . | . | i | 0.4 | . | . | .
Cc1cc(/C=C(\C#N)C(=O)NCc2ccco2)c(C)n1C1CCCC1 | -1% | 1% | 14% | 17% | 10% | 1 | i | 1.6 | 9 | 1 | -3.9%
COC(=O)c1sccc1NC(=O)Nc1cccc(C)c1 | -3% | 4% | 23% | -0.2% | 14% | 1.1 | i | 0.7 | 35 | 24 | -7.2%
N/C(=N\OC(=O)c1ccc2c(c1)OCO2)c1ccncc1 | 2% | 0% | . | 0.1% | . | . | i | 0.8 | . | . | .
COc1ccc(NC(=O)Cn2cnc3c(cnn3-c3ccc(C)c(C)c3)c2=O)c(OC)c1 | -2% | -1% | 23% | -0.2% | 5% | 1.1 | i | 0.9 | -1 | -1 | -2.5%
Cc1ccc2nc3c(c(C(=O)OC4CCOC4=O)c2c1)CCCC3 (stereo unspecified) | -4% | -4% | 3% | 3.4% | 7% | 1.1 | i | 0.8 | -7 | -7 | -4.7%
CCOC(=O)CNS(=O)(=O)CCN1C(=O)c2ccccc2C1=O | -2% | 5% | 1% | -0.7% | -6% | 1.2 | i | 2.7 | 6 | 1 | -4.6%
COCCCNC(=S)N1CCCN(c2nc3c(C)c(C)ccc3cc2C#N)CC1 | 8% | 3% | . | 8.8% | . | 1.1 | i | 0.2 | 69* | 27* | -4.4%
N/C(=N\OC(=O)c1ccc2ccccc2c1)c1ccccn1 | -3% | 2% | 8% | ? | 11% | 1 | i | 0.0 | -3 | 17 | -7.8%
CCOc1cccc(CNc2ccc(O)cc2)c1OCc1ccc(Cl)cc1Cl | 42% | 13% | 40% | ? | 21% | 1 | i | 1.7 | 66* | 30* | -0.1%
O=C(NCc1ccccc1)C(c1ccc(F)cc1)N(Cc1cccs1)C(=O)c1cnccn1 (stereo unspecified) | 6% | -3% | 8% | 1.0% | -10% | 1.1 | i | 0.9 | -3 | -7 | -2.4%
Cc1ccc(-c2ccc(/C=C(\C#N)C(=O)Nc3cc(C)nn3-c3ccccc3)o2)cc1 | -63% | 8% | 14% | -1.1% | 12% | 1 | . | . | 5 | 15 | -20%
CCCCc1c(O)nc(SCC(=O)c2ccccc2)n(-c2ccccc2C)c1=O | -9% | 14% | . | 1.3% | . | . | i | 0.7 | . | . | .
CSC1=NCCN1S(=O)(=O)c1ccc(F)cc1 | 0% | 7% | -14% | 1.7% | -13% | 1.1 | i | 0.2 | -15 | -1 | -9.0%
CC(C)(C)NCCOCCOc1ccccc1-c1ccccc1 | 9% | -2% | 7% | -1.1% | -11% | 1 | i | 0.0 | -7 | 4 | -5.0%
CC(C)C[C@H](NC(=O)OC(C)(C)C)C(=O)NCC1CCC(C(=O)N[C@@H](Cc2ccccc2)C(=O)O)CC1 (stereo partly specified) | 3% | -3% | . | -0.3% | . | . | i | 1.2 | . | . | .
CC(c1ccccc1)n1cc(C(=O)NCC2CCCO2)nn1 (stereo unspecified) | -3% | 4% | 0% | 1.6% | 5% | 1 | i | 1.0 | -9 | -6 | -5.2%
Cc1ccn2c(C(=O)NN=C3CCCCCCC3)c(C)nc2c1 | 2% | 4% | -5% | -0.2% | -8% | 1.3 | i | 0.4 | 7 | 14 | -8.0%
COc1ccccc1/C=C(/C(=O)OCC(=O)Nc1ccccc1C)c1ccccc1 | 14% | 0% | 23% | 6.7% | 13% | 1.1 | i | 0.3 | 49 | 18 | -6.4%
